IDE inh – human IDE inhibitors in live cells, primary screen, fluorescence polarization, HEK cells, FAbetaB substrate; Insulin-degrading enzyme (Homo sapiens), P14735; FAbetaB cleavage; inhibition, % at 5.59 µM; hit rate 0.41% among 320,000; AID 434962, 2010;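 active means percent inhibition above the average of all tested compounds plus 3 SD, set per screening campaign, cut at about 16% in these data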;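 further: IDE supplied by intact live HEK cells; FP after avidin binding of uncleaved biotin substrate so inhibition keeps polarization high; 0% = DMSO wells and 100% = 60 µM reference IDE inhibitor Ii1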
NS3 helicase inh – inhibitors of HCV NS3 helicase, primary screen, biochemical, Cy5 molecular beacon fluorescence. NS3 helicase DNA unwinding. inhibition, % at 10.9 µM. hit rate 0.56% among 290,000. AID 1800, 2009;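 active means inhibition above the mean of all tested compounds plus 3 SD, set per campaign, cut at about 35% in these data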;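 further: 0% = DMSO wells and 100% = thioflavine S control wells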
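System: Hepatitis C virus NS3 helicase domain fragment enzyme | Reagent: Annealed dual-labelled DNA beacon duplex, ATP-started | Compound dosing: 10.9 µM single point, 0.8% DMSO | Incubation: 1 h reaction at 25 °C, ATP-initiated | Technique: Cy5 fluorescence | Evaluation: Percent inhibition from t60/t0 fluorescence ratio | Benchmarks: Low DMSO, high thioflavine S at 110 µM | Replication: Singlicate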
p-CIP stab down – p/CIP-EGFP fusion destabilizers, primary screen, fluorescence, F442A cells | Q05BA5 | 16 h | decrease of EGFP signal, % at 10 µM | hit rate 0.01% among 290,000;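 active means EGFP signal decrease of at least 30% at 10 µM or well 3 SD below plate mean, unless failing retest; inactive means the rest, including hits failing retest or dose response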; further: some compounds called inactive have numbers as strong as hits; many of its hits are not listed in these tables
Target sequence (Q05BA5 1-1403): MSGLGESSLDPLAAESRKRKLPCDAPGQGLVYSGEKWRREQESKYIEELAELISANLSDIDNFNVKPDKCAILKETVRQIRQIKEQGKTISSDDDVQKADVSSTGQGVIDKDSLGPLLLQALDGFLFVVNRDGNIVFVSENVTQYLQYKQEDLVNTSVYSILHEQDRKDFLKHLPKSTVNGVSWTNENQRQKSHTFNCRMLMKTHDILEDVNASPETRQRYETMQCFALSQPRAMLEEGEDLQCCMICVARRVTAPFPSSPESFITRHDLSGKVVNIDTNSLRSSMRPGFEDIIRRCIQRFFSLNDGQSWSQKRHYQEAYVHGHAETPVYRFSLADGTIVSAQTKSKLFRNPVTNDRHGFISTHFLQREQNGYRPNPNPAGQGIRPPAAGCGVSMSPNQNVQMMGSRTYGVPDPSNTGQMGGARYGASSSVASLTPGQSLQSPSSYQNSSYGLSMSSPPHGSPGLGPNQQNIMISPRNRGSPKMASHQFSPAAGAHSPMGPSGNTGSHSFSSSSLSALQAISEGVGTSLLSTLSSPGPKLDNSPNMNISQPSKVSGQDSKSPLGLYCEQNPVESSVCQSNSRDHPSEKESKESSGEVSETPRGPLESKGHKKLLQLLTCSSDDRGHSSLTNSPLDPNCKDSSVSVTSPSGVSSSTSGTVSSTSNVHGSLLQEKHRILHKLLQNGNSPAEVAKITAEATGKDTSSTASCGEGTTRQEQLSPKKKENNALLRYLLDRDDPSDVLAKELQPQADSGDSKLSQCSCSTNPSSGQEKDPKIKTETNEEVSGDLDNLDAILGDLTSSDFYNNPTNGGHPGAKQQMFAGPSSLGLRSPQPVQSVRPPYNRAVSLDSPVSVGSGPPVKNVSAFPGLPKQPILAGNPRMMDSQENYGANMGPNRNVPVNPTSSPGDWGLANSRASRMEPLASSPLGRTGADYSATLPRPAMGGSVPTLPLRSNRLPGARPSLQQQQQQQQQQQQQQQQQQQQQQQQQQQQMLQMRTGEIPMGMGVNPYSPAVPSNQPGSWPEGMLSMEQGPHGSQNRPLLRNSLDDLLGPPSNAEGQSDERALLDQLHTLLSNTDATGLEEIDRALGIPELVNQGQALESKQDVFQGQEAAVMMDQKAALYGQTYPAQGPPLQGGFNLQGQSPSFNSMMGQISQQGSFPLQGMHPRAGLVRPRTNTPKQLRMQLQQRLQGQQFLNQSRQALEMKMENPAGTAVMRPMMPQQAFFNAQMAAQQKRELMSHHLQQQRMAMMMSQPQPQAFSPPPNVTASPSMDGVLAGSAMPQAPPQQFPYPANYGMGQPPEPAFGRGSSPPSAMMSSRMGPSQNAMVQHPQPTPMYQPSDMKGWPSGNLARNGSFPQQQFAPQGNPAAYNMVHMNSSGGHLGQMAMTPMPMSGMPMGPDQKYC
VIM-2 inh – VIM-2 metallo-beta-lactamase inhibitors, primary screen, biochemical, epi-absorbance readout, Pseudomonas aeruginosa enzyme; purified VIM-2, nitrocefin hydrolysis, epi-absorbance fluorescence; inhibition, % at 5.6 µM; hit rate 0.89% among 290,000; AID 1527, 2009;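 active means inhibition above the mean of all tested compounds plus 3 SD, cutoff set per screening run, cut at about 7.5% in these data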;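 further: red hydrolysis product quenches plate fluorescence so inhibitors raise well fluorescence; 0% = enzyme with DMSO and 100% = DMSO without enzyme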
CRFR2-BP antag – antagonists of CRF-BP/CRF-R2 complex, primary screen, cell-based, HEK293, calcium dye fluorescence, uHTS; hit rate 0.59% among 350,000; CRF-induced calcium fluorescence; inhibition, % at 11.8 µM; AID 588475, 2011;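 active means inhibition of the ligand-induced calcium signal above about 50% at the single tested concentration, limit read from the data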
IMP-1 inhibitor – IMP-1 metallo-beta-lactamase inhibitors, primary screen, biochemical, epi-absorbance readout, Pseudomonas aeruginosa enzyme; hit rate 0.45% among 290,000; inhibition, % at 5.6 µM; purified IMP-1, nitrocefin hydrolysis, epi-absorbance fluorescence; metallo-beta-lactamase IMP-1 (Pseudomonas aeruginosa); AID 1556, 2009;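 active means inhibition above the mean plus 3 SD of all compounds in the same screening run, cut at about 4.5% in these data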;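 further: 0% = IMP-1 with DMSO and 100% = DMSO wells lacking enzyme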
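Test system: recombinant IMP-1 enzyme, purified / Medium: HEPES buffer pH 7.1 with ZnSO4 and Brij 35 / Doses: single dose, 5.6 µM / Times: 25 °C, 15 min preincubation, 25 min reaction / Detection: Epi-absorbance via hydrolysed-nitrocefin quenching of white-plate fluorescence, 480/530 nm, EDTA stop / Evaluation: percent inhibition from optical density relative to buffer-blank wells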
GalR3 antag – GalR3 antagonists in HEK293 cells, primary screen, cell-based, fluorescence readout. HEK293 GalR3-CNG cAMP membrane potential fluorescence; galR3 body fused to GalR1 C-terminus. inhibition, % at 3 µM. hit rate 0.44% among 360,000. AID 651719, 2012;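 active means inhibition above the screen-wide average plus 3 SD, cut at about 13% in these data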;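 further: forskolin and galanin both at EC90 stimulate the cells; cAMP rise reported by CNG channel membrane potential dye signal; 0% = forskolin plus galanin with DMSO and 100% = forskolin alone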
SUMO HTRF inh – inhibitors of in vitro SUMOylation cascade, primary screen, biochemical, HTRF, uHTS; inhibition, % at 35 µM; HTRF SUMOylation assay, SAE1/SAE2 + UBC9; hit rate 0.36% among 290,000; SUMO-conjugating enzyme UBC9 (Homo sapiens), P63279; AID 2006, 2009; in the data active means inhibition above about 50%, passing the limit was not always enough; further: strong numbers were not always called active
IDE cell activ – human IDE activators in live cells, primary screen, fluorescence polarization, HEK cells, FAbeta-B substrate. Insulin-degrading enzyme (Homo sapiens), P14735. FAbeta-B cleavage; 0% vehicle, 100% cell-free pure enzyme wells. activation, % at 5.96 µM. hit rate 0.073% among 340,000. AID 493087, 2011;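 active means activation above the mean of all tested compounds plus 3 SD, set per screening campaign, cut at about 17% in these data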
Active calls of the source: *; / = no result given. Random draw from the library; any-hit rate near 3.2%.

SMILES	IDE inh	NS3 helicase inh	p-CIP stab down	VIM-2 inh	CRFR2-BP antag	IMP-1 inhibitor	GalR3 antag	SUMO HTRF inh	IDE cell activ
O=[N+]([O-])c1cc(C(F)(F)F)cc([N+](=O)[O-])c1NCc1cccnc1	-1	6	7	0.3	3	-1.3	-5	6	5
CN1CCC(OC(=O)c2ccccc2Cl)CC1	1	0	-10	-6.0	-8	-2.7	-5	1	9
Cc1ccc(OCc2cc(C(=O)NC(C)Cc3cccnc3)no2)cc1C (stereo unspecified)	3	-1	-4	-3.7	-1	-2.3	3	-5	-3
CCc1nc(SCC(=O)Nc2cc(C)on2)c2c(=O)n(C)c(=O)n(C)c2n1	-2	8	-11	-5.1	13	0.0	/	-10	1
COc1cc(C(=O)Nc2ccc(NC(=O)c3ccccc3Cl)nc2)cc(OC)c1OC	7	-5	-6	-4.7	0	-3.6	-8	-4	-3
CN(C)S(=O)(=O)c1ccc(C(=O)/C=C/c2cccnc2)cc1	1	-11	-9	3.1	19	-1.0	-8	16	-6
COc1ccc(N2CCN(C(=O)CSc3nc4c(c(=O)n(C)c(=O)n4C)n3C(C)C)CC2)cc1	5	7	-3	-4.9	-9	-0.8	-7	29	-6
COc1ccc2ccccc2c1/C=N/NC(=S)NCCN1CCOCC1	6	-9	-11	1.9	2	-0.6	-3	-8	-2
Cc1ccc(C(=O)N2CCN(c3ccc(NC(=O)c4cccnc4Cl)cc3)CC2)cc1	2	1	2	-0.8	3	-2.6	-6	-16	6
CCOc1ccc2cc(C(=O)c3ccccc3)c(=O)oc2c1	0	-4	-12	-2.4	4	-1.3	3	1	1
Cc1ccc(-c2cc(=O)[nH]c(NCc3ccccc3)n2)cc1	3	/	/	/	-8	/	-2	/	1
O=C(CN1CCN(C(=O)C2CCCO2)CC1)Nc1ccc(Br)cc1 (stereo unspecified)	4	11	-20	-2.4	-2	-3.2	1	-3	2
O=c1c(-c2nn[nH]n2)coc2ccc(Cl)cc12	-1	-9	13	-0.2	17	-4.0	4	2	0
O/C(=C\c1ccc2ccccc2n1)c1ccc(O)cc1O	11	-1	-23	0.8	-34	0.2	1	10	-20
Cc1cccc(N2CCN(C(=O)CCS(=O)(=O)c3ccc(Br)cc3)CC2C)c1 (stereo unspecified)	3	-3	-4	-1.2	28	-2.5	-7	6	0
CCn1c(SCC(=O)Nc2c(C#N)cnn2-c2ccccc2)nnc1-c1cccs1	3	-1	6	-2.5	5	-3.3	4	6	/
Cc1ccc(CNC(=O)C2(S(=O)(=O)c3ccccc3)CC=CC2)cc1	-3	2	-9	-1.8	3	-5.0	/	4	0
Clc1cc2nc(-c3cccnc3Cl)[nH]c2cc1Cl	0	-11	2	-2.6	-3	-2.1	-13	5	4
CNC(=O)NC(=O)COc1c(F)c(F)cc(F)c1F	5	4	-6	-0.9	3	-2.2	3	16	-1
N#CC1(NC(=O)CN2CCN(S(=O)(=O)c3ccccc3F)CC2)CCCC1	5	-1	-4	-0.5	-2	-1.8	-4	5	1
CCCSc1ncc(Cl)c(C(=O)Nc2ccc(S(=O)(=O)N3CC(C)OC(C)C3)cc2)n1 (stereo unspecified)	8	-9	-4	-0.5	-7	-0.5	-2	6	4
CC1CCCCC1NC(=O)COC(=O)COc1ccccc1F (stereo unspecified)	-3	/	/	/	10	/	-4	/	6
Cc1ccc(C2(C)NC(=O)N(CC(=O)c3ccc4c(c3)OCCO4)C2=O)cc1 (stereo unspecified)	-3	/	/	/	-14	/	-8	/	7
COc1ccc(NC(=O)CN2CCN(c3ccc(Cl)cc3)CC2)c(OC)c1	2	4	0	-3.2	-4	-4.2	-1	1	-1
CN(C)C(CNC(=O)c1cccc(S(=O)(=O)NCc2ccccc2)c1)c1ccco1 (stereo unspecified)	7	/	/	/	-4	/	-3	/	0
(list continues)
SMILES	IDE inh	NS3 helicase inh	p-CIP stab down	VIM-2 inh	CRFR2-BP antag	IMP-1 inhibitor	GalR3 antag	SUMO HTRF inh	IDE cell activ
CCCn1nc(C(=O)NCCc2ccc(S(N)(=O)=O)cc2)c2ccccc2c1=O	3	1	3	-1.6	-14	-2.5	2	-1	3
COc1ccc(C)cc1NC(=O)C(=O)NNC(=O)c1ccco1	8	3	-6	-3.4	-3	-3.4	-1	10	3
c1ccc(-c2cn(C[C@H]3CC[C@H](Cn4cc(-c5ccccn5)nn4)O3)nn2)nc1	7	-39	3	-2.0	-8	-5.6	0	-6	0
COCCNC(=O)c1onc(CSc2ccncc2)c1C(=O)NCCOC	1	/	10	/	-5	/	-2	-2	0
Cc1ccc(OCCSc2nc(N)cc(N)n2)cc1	-4	-9	1	0.6	-2	-0.9	-1	-18	1
Cc1nn(C(C)C(=O)NCCCN2CCCCCC2)c(=O)c2c1sc1ccccc12 (stereo unspecified)	-3	-24	-11	0.3	-9	-2.3	-1	18	-6
CCC1CCCCN1S(=O)(=O)c1ccc(C(=O)N(CCCN(C)C)c2nc3cc4c(cc3s2)OCO4)cc1 (stereo unspecified)	3	-39	1	2.8	-15	0.4	0	6	0
CCOC(=O)C1CCN(c2cc3c(cc2NC(=O)c2ccccc2Br)n(C)c(=O)n3C)CC1	-1	-8	4	2.1	-3	1.3	-4	/	3
Cc1cc(C(=O)OCC(=O)Nc2ccccc2Br)c(C)o1	-4	/	/	/	40	/	-4	/	-5
COc1ccc(OC)c(NC(=O)CCNS(=O)(=O)c2cc(Br)cnc2N)c1	1	3	-8	-8.0	-7	-0.3	-10	/	-2
Cc1ccc2oc(=O)c3cnn(CC(=O)N(CCCN4CCOCC4)Cc4ccco4)c3c2c1	2	1	-5	-0.5	-17	-1.7	/	10	7
NS(=O)(=O)c1ccc(CCNC(=O)C2CCN(C(=O)Nc3ccccc3)CC2)cc1	3	/	/	/	9	/	-1	/	4
COC(=O)c1ccc(N2CCCCC2)c(N)c1	1	1	-10	-1.0	8	-2.6	-4	-4	1
CN1C(=O)c2ccccc2C(C(=O)NCc2ccco2)C1c1c[nH]c2ccccc12 (stereo unspecified)	4	3	-1	0.4	13	2.3	6	10	-5
CCCC(=O)Nc1ccc(NC(=O)c2cccc(OC)c2)nc1	7	-4	6	-0.2	-19	-3.5	-3	9	-1
COc1cccc(C2=NOC(C(=O)Nc3ccc4c(c3)OCO4)C2)c1OC (stereo unspecified)	-1	-1	-7	-2.3	-16	-3.7	-3	-3	2
C=CCSc1nc2ccccc2n1Cc1nnc(-c2cccs2)o1	1	2	-11	0.5	8	-4.4	-5	-8	4
Nc1c(Cl)ncnc1N/N=C/c1ccncc1	5	0	-7	-2.9	0	-2.2	3	14	/
O=C(N1CCN(c2ccccn2)CC1)C(Cl)(Cl)Cl	3	-11	-17	-3.9	4	-1.9	2	22	5
Cc1ccccc1C(=O)NC(C(=O)Nc1nc2c(s1)CCCC2)C(C)C (stereo unspecified)	-10	-11	-10	-4.8	-29	-5.9	-2	26	0
Cc1ccc(NS(=O)(=O)c2cccc(C(=O)N3CCCCCC3)c2)cc1	4	/	/	/	-3	/	-5	/	0
Cc1ccc(NC(=O)C2C3C=CC4(O3)C2C(=O)N(CCN2CCOCC2)C4C(=O)NC2CCCCC2)cc1C (stereo unspecified)	1	-4	-12	-1.8	6	-0.4	-8	5	3
COc1ccc(C(=O)N2CCN=C2c2ccccc2)cc1OC	3	-1	-7	2.1	17	0.2	1	-12	5
COc1cc(OC)cc(C(=O)NNC(=O)CCc2nc3ccccc3c(=O)[nH]2)c1	2	/	/	/	-2	/	-3	/	2
CN(c1ccccc1)S(=O)(=O)c1cccc(C(=O)NCc2ccccc2)c1	2	/	/	/	7	/	-4	/	2
Further results:
SMILES	IDE inh	NS3 helicase inh	p-CIP stab down	VIM-2 inh	CRFR2-BP antag	IMP-1 inhibitor	GalR3 antag	SUMO HTRF inh	IDE cell activ
COc1ccc(CCN2CC(C(=O)NC3CCCCC3)CC2=O)cc1OC (stereo unspecified)	1	9	10	-2.0	-9	-1.8	6	6	1
COc1ccc(Cl)cc1NC(=O)c1cc(-c2ccco2)on1	0	18	2	-1.1	9	-1.4	1	18	-3
CCOc1ccc(C2(C)NC(=O)N(CCN(C)C)C2=O)cc1 (stereo unspecified)	4	9	13	0.9	-6	-1.6	-9	3	2
CCN(CC)c1ccc(/C=C2/C(=O)ON=C2C)cc1	12	3	-6	-1.6	-47	-5.2	-5	19	-24
Cc1cc(=O)[nH]c(N/N=C/c2cccc([N+](=O)[O-])c2)n1	3	-4	4	-2.2	/	-1.3	-1	0	/
CCC(C)NC(=O)Cn1c(=O)n(CCCCC(=O)NCc2ccco2)c(=O)c2ccccc21 (stereo unspecified)	3	-5	1	-2.0	4	-5.5	3	9	0
CCN(CC)S(=O)(=O)c1ccc(C)c(NC(=S)N2CCN(C/C=C/c3ccccc3)CC2)c1	6	-3	-1	-2.3	-20	-1.1	0	2	-5
CN(C)C(CNC(=O)c1cccnc1Sc1ccccc1)c1ccco1 (stereo unspecified)	2	1	-4	-0.4	-9	-0.6	-5	3	10
Cc1ccc(C(C(=O)NCc2ccccc2)N(C(=O)c2csnn2)C2CC2)cc1 (stereo unspecified)	4	6	-16	-0.7	-12	0.5	-6	-7	1
O=C(NC(=S)Nc1ccc(S(=O)(=O)N2CCCC2)cc1)C1CC1	1	-1	2	-2.0	-14	-1.3	-6	5	7
CCn1c(SC(C)C(=O)NCC2CCCO2)nc2scc(-c3ccccc3)c2c1=O (stereo unspecified)	-4	/	/	/	9	/	-3	/	0
O=C(Nc1cccc2ccccc12)N1CCc2ccccc2C1	8	-3	6	-1.9	-10	0.9	1	75	2
CC1CC(C)CN(C(=O)c2cccc3c2-c2ccccc2C3=O)C1 (stereo unspecified)	6	-9	-6	-0.5	-7	-2.1	1	14	3
Cc1cc(NC(=O)CSCc2nc(-c3cccc(Cl)c3)oc2C)no1	2	-9	8	-2.1	6	-1.4	2	22	5
C=CCn1c(=NC(=O)c2cccc(N3C(=O)CCC3=O)c2)sc2cccc(OC)c21	-2	2	3	-3.2	-15	-2.9	2	14	0
CN(C(=S)Nc1ccc(F)cc1)C1(c2ccccc2Cl)CCCCC1=O (stereo unspecified)	2	-3	3	-2.8	-1	-1.7	-5	3	3
CC1CCCN(C(=O)CCNC(=O)Cn2cnc3ccccc3c2=O)C1 (stereo unspecified)	-3	4	-10	-3.6	6	-1.4	-6	-6	4
CC(=O)Nc1ccc(NC(=O)c2cc(-c3cc(C)cc(C)c3O)n[nH]2)cc1	6	-6	-4	2.2	2	-1.3	-12	15	-2

Assay outcomes: PubChem, several laboratories
